# DT40 TDP1 CPT: growth inhibition of DT40 Tdp1-/-;hTDP1 cells with camptothecin (screen for TDP1 inhibitors); chicken DT40 Tdp1-/-;hTDP1 cells + 20 nM CPT, ATP luminescence, 48 h; Potency, µM (doses to about 46.2 µM), for inactives: at the highest dose activity change, negative = growth inhibition, actives largely listed as inhibitors; 420,000 compounds, 12% hits; AID 686979; further: nearly all actives have a fitted effect of over 55% in size
#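 Chicken DT40 Tdp1-/- cells complemented with human TDP1, 400 cells/well, exposed to compounds plus 20 nM camptothecin for at least 48 h at 37 C; viability read as ATP content by CellTiter-Glo luminescence.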
# GCN5L2 inh: inhibitors of human GCN5L2 histone acetyltransferase | GCN5L2 HAT assay, ThioGlo1 CoA-SH fluorescence | Q92830 | Potency, µM (series often up to 58.9 µM), without a hit: top-dose activity change, negative = inhibition, usual class: inhibitors | 390,000 compounds, 0.21% hits
#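 Fluorescence readout, Ex340nm/Em540nm: ThioGlo1 (50uM final) reacts with free CoA thiol released as 20nM GCN5L2 acetylates H3(1-25) peptide (75uM) using acetyl-CoA (70uM). Compound and enzyme sat 15 min beforehand; 20 min room-temperature reaction.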
# FEN1 inh: blocks human flap endonuclease 1; Recombinant FEN1 flap cleavage, fluorescence, 15 min; Potency, µM (highest dose often 114 µM), without a hit: at the highest dose activity change, negative = inhibition, hits mostly inhibitors; 390,000 compounds, 0.35% hits; AID 588795; further: nearly all actives have a fitted effect of over 65% in size
# Target sequence (P39748 whole entry, looked up): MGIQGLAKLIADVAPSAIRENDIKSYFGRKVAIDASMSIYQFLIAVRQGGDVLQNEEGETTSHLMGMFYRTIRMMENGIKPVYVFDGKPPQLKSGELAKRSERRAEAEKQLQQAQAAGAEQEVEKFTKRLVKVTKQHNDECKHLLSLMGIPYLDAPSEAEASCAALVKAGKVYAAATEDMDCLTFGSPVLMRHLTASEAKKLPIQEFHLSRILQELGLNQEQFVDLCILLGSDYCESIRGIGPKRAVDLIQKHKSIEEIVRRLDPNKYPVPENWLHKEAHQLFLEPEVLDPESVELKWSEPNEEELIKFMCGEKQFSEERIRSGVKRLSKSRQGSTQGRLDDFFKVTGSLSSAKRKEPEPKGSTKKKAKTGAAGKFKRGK
#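 Read-out was taken twice, immediately and after 15 min, following addition of 50 nM substrate to 10 nM FEN1 that had sat with test compound for 15 min at room temperature. Curves came from a four-parameter Hill model.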
# An asterisk follows results filed as active; ? = inconclusive; . = no result given; & = joins results of further samples; ! = a repeat was not active. The call rests on the fitted dose curve; in most records, active means well fitted curve in the direction sought with a large enough effect; inconclusive means small, poorly fitted or top-dose-only effect, or another doubt; inactive means no such curve, though single readings can be large; an effect the other way counts as inactive or inconclusive. On the % scale 0 is the no-effect control and ±100 the full control effect; potency means the concentration at half of the fitted maximal effect. A portion of the library, so the mix of outcomes need not match the whole.
Compound	GCN5L2 inh	FEN1 inh	DT40 TDP1 CPT
CN(c1ccccc1)S(=O)(=O)c1cccc(C(=O)Nc2ccc3c(c2)CCC3)c1	-1%	2%	5.2µM*
CCCCn1c(=O)c(-c2ccccc2)c(O)c2ccccc21	1%	-12%	10%
Cc1cc(-c2ccc(C(C)C)c(S(=O)(=O)NCc3ccco3)c2)on1	-11%	2%	?
COc1ccc(NC(=O)c2cc(-c3ccc(OC)c(OC)c3)nc3ccccc23)c(OC)c1	-10%	-19%	29µM*
Cc1cc(C(=O)N/N=C/C=C/c2cccc([N+](=O)[O-])c2)n[nH]1	-3%	3%	-15%
COc1ccc(CC(=O)Nc2c3c(nn2C(C)(C)C)CS(=O)(=O)C3)cc1	-3%	3%	2%
CCOc1cc(C)nc(NCCc2ccc(OC)c(OC)c2)n1	3%	2%	?
CC(C)NC(=O)c1cc2cc([N+](=O)[O-])ccc2s1	5%	0%	?
CSCC[C@H](NC(=O)[C@H]1CC[C@H](CNC(=O)[C@@H]2CCCN2)CC1)C(=O)O	1%	-4%	4%
CC(=O)N1CCc2cc(S(=O)(=O)NC(CC(C)C)C(=O)Nc3ccc(C(C)C)cc3)ccc21 (stereo unspecified)	-5%	-7%	?
Cc1ccc(S(=O)(=O)CCC(=O)Nc2cccc(S(=O)(=O)N3CCCCCC3)c2)cc1	-6%	-17%	?
c1ccc(COc2ccc(Oc3nc(N4CCCCC4)nc(N4CCOCC4)n3)nn2)cc1	-4%	-19%	?
C=CCOc1nc2c(c(=O)n(C)c(=O)n2C)n1C	1%	6%	-10%
O=C1C(=O)N(CCCO)C(c2ccc(Br)cc2)/C1=C(\O)c1ccc(Br)cc1 (stereo unspecified)	-5%	-3%	-2%
N/C(=N\O)c1ccc(NC(=O)c2ccc(Br)o2)cc1	-5%	11%	18µM*
CCCCN(CCCN)c1ccc(Br)cn1	.	-17%	?
CC(C)[C@H](NS(=O)(=O)c1ccccc1F)C(=O)NC1CCCCC1	1%	-19%	-1%
CN1C(=O)c2ccccc2Sc2ccc(NC(=O)COc3ccccc3)cc21	-7%	2%	4.1µM*
Cc1cccnc1NC(=O)COc1ccc2oc3c(c2c1)CCCC3	2%	-2%	-23%
CC1(C)C/C(=N\NC(=S)Nc2ccccc2F)c2cc(O)ccc2O1	-14%	-6%	?
COc1ccc(Cl)cc1NC(=O)CN(C)C(=O)CSc1ccc2c(c1)OCCO2	-5%	10%	?
Cn1cnc(S(=O)(=O)N2CCN(c3ccccc3)CC2)c1	-1%	6%	0%
O=C(NCC1CC1)c1ccc(Oc2cc(Cl)cc(Cl)c2)o1	-6%	2%	?
CCOc1cc(C2Nc3ccccc3-c3nnc(SCc4ccccc4)nc3O2)ccc1OC (stereo unspecified)	-2%	-13%	?
CSCCCNC(=S)N1CCc2ccccc2C1	0%	-5%	-2%
C=CCc1ccc(OCCn2cccc2C=O)c(OC)c1	-10%	-14%	-29%
N#Cc1ccc2ccn(CC(=O)NC3CCCCC3)c2c1	1%	-7%	2%
O=C(c1ccco1)N1CCN(C(=O)c2cnn3c2NC(c2cccs2)CC3C(F)(F)F)CC1 (stereo unspecified)	1%	-6%	-12%
COc1ccc(N2CCN(C(=O)c3cc4c(-c5ccccc5F)nn(C)c4s3)CC2)cc1	-6%	-25%	?
O=C(O)CC1NC(=O)N(C2CCCCC2)C1=O (stereo unspecified)	-1%	-1%	4%
O=C(O)c1cc2ccccc2cn1	.	11%	0%
CC1(C)CC(=O)C2=C(C1)Nc1ccccc1S2	-1%	-4%	-27%

# Record cards, from the list above. Order of screens: GCN5L2 inh | FEN1 inh | DT40 TDP1 CPT
# Entry for CC1(C)CC(=O)C2=C(C1)Nc1ccccc1S2 → -1% | -4% | -27%
# Entry for N#Cc1ccc2ccn(CC(=O)NC3CCCCC3)c2c1 → 1% | -7% | 2%
# Entry for O=C(c1ccco1)N1CCN(C(=O)c2cnn3c2NC(c2cccs2)CC3C(F)(F)F)CC1 (stereo unspecified) → 1% | -6% | -12%

# The results go on.
Compound	GCN5L2 inh	FEN1 inh	DT40 TDP1 CPT
Oc1c(C(c2ccccc2F)N2CCN(c3ccccc3F)CC2)sc2nc(-c3ccco3)nn12 (stereo unspecified)	-1%	9%	-24%
CCOC(=O)C1(CCOc2ccccc2)CCN(Cc2ccc(CO)o2)CC1	-3%	-9%	8.2µM*
O=C(c1ccc(CS(=O)(=O)c2ccccc2)o1)N1CCOCC1	-1%	-14%	5%
COc1ccc(OC)c(C2C(C(N)=O)=C(C)Nc3nc(-c4cccc(Cl)c4)nn32)c1 (stereo unspecified)	0%	-5%&8%	?
CCOC(=O)CNc1ncc(C(F)(F)F)cc1Cl	0%	4%	-4%
COc1cc(/C=C/C(=O)O)cc(S(=O)(=O)NCCCC(=O)O)c1OC	-3%	0%	-7%
O=C(NC(Nc1nc2ccc([N+](=O)[O-])cc2s1)(C(F)(F)F)C(F)(F)F)c1ccccc1	-8%	-1%	0.46µM*
Cc1ccc(F)c(NC(=O)CCOc2ccccc2C)c1	0%	-4%	-23%
CC(=O)Nc1ccc(S(=O)(=O)N2CCN(C(=O)c3ncoc3-c3ccccc3)CC2)cc1	-7%	-3%	?
CC(C)(C)S(=O)(=O)c1c(C(=O)O)cccc1C(=O)O	-4%	4%	-1%
COc1cccc(NC(=S)N(Cc2ccco2)C(C)c2ccco2)c1 (stereo unspecified)	6%	-13%	-16%
O=S(=O)(Nc1nnc(C(F)(F)F)s1)c1ccc(Cl)cc1	0%	-18%	-4%
O=C(Cc1ccc([N+](=O)[O-])cc1)OCc1c(F)cccc1Cl	2%	-11%	2%
COc1cccc(NC(=S)NCc2cccnc2)c1	-1%	3%	3%
CCOC(=O)CNC(=O)N1CCCC(N(C)CCc2ccccc2)C1 (stereo unspecified)	1%	-1%	2%
Cc1ccc(NC(=O)COC(=O)c2ccc3c(c2)OCCO3)cc1	1%	-5%	-26%
COc1ccccc1NC(=O)N1CCN(c2ncccn2)CC1	-16%	7%	8%
COc1ccc(C)cc1S(=O)(=O)N1CCCC(C(=O)NCC2CCCO2)C1 (stereo unspecified)	9%	0%	-25%
COc1ccc(-c2[nH]c3ccccc3c2SCCNC(=O)c2cc3ccccc3oc2=O)cc1	-5%	-1%	?
Cc1noc(C(C)C)c1C(=O)Nc1ccc(-c2nnc3n2CCCCC3)cc1	-4%	-4%	-11%
COc1ccc(NC(=O)CN2C(=O)CSc3ccc(S(=O)(=O)N(C)C)cc32)cc1Cl	25%	-18%	23µM*
CC(=O)c1ccc(S(=O)(=O)Nc2ccc(C(=O)NCC(c3ccccc3)N(C)C)cc2)cc1 (stereo unspecified)	-9%	-2%	-13%
CCCCN(C(=O)C1CCCC1)c1c(N)n(Cc2ccccc2)c(=O)[nH]c1=O	3%	11%	4%
CC(C)C(OC(=O)CCCC(=O)Nc1nccs1)C(=O)NC1CCCCC1 (stereo unspecified)	-7%	-1%	-3%
O=[N+]([O-])c1ccc(NS(=O)(=O)c2ccccc2)c(Cl)c1	.	-4%	?
CC(=O)ON(C(C)=O)c1ccc(/C=C2\C=Cc3ccccc32)cc1	.	4%	?
CCCCCCSc1ccc(-c2nc3ccc(C)cn3c2NCc2ccccc2)cc1	-12%	-24%	23µM*!
CN(Cc1cccc(Cl)c1Cl)C(=O)CCNC(=O)c1ccco1	0%	2%	-9%
CCC(C(=O)Oc1c(C(C)C)cccc1C(C)C)c1ccccc1 (stereo unspecified)	-5%	-6%	-25%
Cc1ccc(S(=O)(=O)NCCC(=O)OCc2ccc([N+](=O)[O-])cc2)cc1C	-4%	-13%	?
Cc1nc(Nc2nc(-c3ccccc3)cc(=O)[nH]2)nc2ccccc12	.	25µM*	21µM*
Cc1ccc(S(=O)(=O)N(CC(=O)Nc2cccc([N+](=O)[O-])c2)C(=O)N2CCN(C)CC2)cc1	3%	1%	1%

# Fetched one by one from the list above:
Compound	GCN5L2 inh	FEN1 inh	DT40 TDP1 CPT
Cc1cc(C(=O)N/N=C/C=C/c2cccc([N+](=O)[O-])c2)n[nH]1	-3%	3%	-15%
O=[N+]([O-])c1ccc(NS(=O)(=O)c2ccccc2)c(Cl)c1	.	-4%	?

# Next records:
Compound	GCN5L2 inh	FEN1 inh	DT40 TDP1 CPT
CCCN1CCN(c2ncnc3sc(C(=O)Nc4c(C)cc(C)cc4C)c(C)c23)CC1	29%	11%	16µM*
O=c1c(-c2nnc(SCc3ccc(Cl)cc3)o2)cccn1Cc1ccccc1	-4%	-15%	?
CCCCNC(=S)NCc1ccc2c(c1)cc(C)n2C	0%	11%	?
COc1ccc(-n2c(SCC(=O)C(C)(C)C)nc3c(sc(=S)n3-c3ccccc3)c2=O)c(OC)c1	-7%	-8%	13µM*
COc1ccc(C(=O)OCC(=O)NCc2ccccc2)c(OC)c1OC	-11%	6%	11%
COc1ccc(C)cc1NC(=O)Cn1c(=O)n(Cc2nc(C)no2)c(=O)c2ccccc21	-7%	6%	-26%
CSc1ccc(NC(=O)NCCCN2CCC(Cc3ccccc3)CC2)cc1	-5%	16%	?
CCOC(=O)Cc1cc(C)[nH]c1C(=O)OCC	-1%	-1%	13%
CCOC(=O)CSc1nnc(-c2cc(OC)c(OC)c(OC)c2)o1	-5%	26%	?
C=C(C)CCC(C)N1CCC(n2nccc2NC(=O)CCCc2ccccc2)CC1 (stereo unspecified)	1%	19%	?
Cn1cc(/C=C2/SC(=O)N(c3ccccc3)C2=O)c2ccccc21	?	-1%	-7%
Cc1ccc2c(c1)c1c3n2CCN(CC(O)CNC(C)C)C3CCC1 (stereo unspecified)	-1%	-7%	?
CCCCCCC(=O)N1C/C=C\C(c2ccc(OC)cc2)N(Cc2ccc(F)cc2)C(=O)C1 (stereo unspecified)	-5%	2%&-25%	?
O=S(=O)(c1ccc(Cl)cc1)c1nnn2c1nc(NCc1cccs1)c1sccc12	-3%	8%	?
CCOC(=O)c1cc(NC(=O)c2cc(C)on2)cc(C(=O)OCC)c1	-4%	-6%	0%
COc1ccc(CCC(C)NCC2CCCCC2)cc1 (stereo unspecified)	3%	10%	?
COc1cc(C(=O)NC2CCN(C)CC2)ccc1Nc1ncc2c(n1)N(Cc1ccccc1)CCC(=O)N2C	.	?	3.7µM*
CCOC(=O)c1ccc(NC(=O)c2c(NCc3sccc3C)sc3c2CCCCC3)cc1	-27%	?	12µM*
Nc1ccc(S(=O)(=O)NCC(=O)OC2CCOC2=O)cc1[N+](=O)[O-] (stereo unspecified)	-6%	8%	-9%
CC(=O)N1CCN(C(=O)CCc2nc3sc4c(c3c(=O)[nH]2)CCCC4)CC1	0%	14%	-3%
Cc1cccc(C(=O)NC(=S)NNC(=O)c2ccc(Cl)cc2)c1	-6%	3%	?
CCN(CC)c1ccc(NC(=O)COc2ccc(C#N)cc2)cc1S(=O)(=O)Nc1ccc(OC)cc1	-7%	-4%	7%
O=C(Cc1ccc(F)cc1)Nc1cccc(-c2cn3c(n2)SCC3)c1	-12%	1%	?
O=C(/C=C/c1ccc2c(c1)OCO2)c1cccs1	-28%	.	3.3µM*
CCOc1ccccc1NC(=O)C1CCCN(S(=O)(=O)c2cccc3nsnc23)C1 (stereo unspecified)	-12%	-16%	?
COc1ccc(N(CC(=O)NCCSc2ccccn2)S(C)(=O)=O)cc1Cl	3%	-2%	0%
COC(=O)c1ccc(CN(C(=O)N2CCN(C)CC2)S(=O)(=O)c2ccc(C)cc2)cc1	-2%	0%	9%
COc1ccc2[nH]c(C)c(CCN(Cc3cccs3)C(=S)Nc3ccc(F)cc3)c2c1	-10%	-26%	?
CCOc1cc(C(c2c(C)[nH][nH]c2=O)c2c(C)[nH][nH]c2=O)cc(Br)c1OC	-1%	-1%	-4%
O=C(c1ccccc1)C1CCN(C(=O)c2c(F)cccc2F)CC1	-3%	-6%	-7%
CCN1C(=O)[C@H]2[C@H]3CN=C(SCc4ccc(OC)cc4)N3[C@@](CC)(C(=O)OC)[C@H]2C1=O	-7%	-7%	9%
Cc1nc2ccc(NC(=O)c3ccc(C)c(S(=O)(=O)N4CCOCC4)c3)cc2s1	-1%	13%	18µM*
CCOC(=O)CNC(=O)c1nn(-c2cccc(OC)c2)c(=O)c2ccccc12	-5%	-8%	5%
COc1ccc(N2CCN(C(=O)c3ccc(CS(=O)Cc4ccc(C)cc4)o3)CC2)cc1 (stereo unspecified)	0%	17%	?
